# Assay outcomes: PubChem BioAssay, Broad Institute
# ROS inducer – inducers of reactive oxygen species in cancer cells. 2% of 46,000 active. U2OS ROS induction, H2DCF-DA fluorescence. AID 624156. ROS induction (% of piperlongumine), % at 10 µM; in the data active means ROS induction above about 79%, passing the limit was not always enough; inconclusive means no clear call, values can overlap the other calls;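 further: 0% = DMSO vehicle median and 100% = reference compound median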
# The depositor's hits bear a star; ? = inconclusive.
SMILES,ROS inducer
C[C@@H]1CN([C@H](C)CO)C(=O)Cc2cc(NC(=O)Nc3ccc4c(c3)OCO4)ccc2O[C@H]1CN(C)C,-0.7
C[C@@H]1CN([C@@H](C)CO)C(=O)Cc2cc(NC(=O)Cn3cnnn3)ccc2O[C@@H]1CN(C)S(=O)(=O)c1ccc(Cl)cc1,2.5
O=C(COc1ccc(S(=O)(=O)N2CCOCC2)cc1)Nc1ccccc1C(F)(F)F,-28.6
COc1ccc(NC(=O)N(C)C[C@@H]2Oc3ccc(NS(=O)(=O)c4ccc(OC)cc4)cc3CC(=O)N([C@@H](C)CO)C[C@@H]2C)cc1,6.6
COc1ccc(S(=O)(=O)Nc2ccc3c(c2)C(=O)N([C@H](C)CO)C[C@@H](C)[C@@H](CN(C)S(=O)(=O)c2ccc(F)cc2)O3)cc1,9.8
O=C(Cn1cnc2scc(-c3cccc([N+](=O)[O-])c3)c2c1=O)Nc1ccc(Cl)cc1,9.5
C[C@H]1CN([C@@H](C)CO)C(=O)Cc2cc(NC(=O)Nc3ccc(F)cc3)ccc2O[C@H]1CN(C)C(=O)Nc1ccc(F)cc1,-4.0
COc1ccc(-c2cc(=O)c3c(OC)c(OC)c(OC)c(OC)c3o2)cc1OC,2.2
C[C@H]1CN([C@@H](C)CO)C(=O)c2cccc(NC(=O)c3nc4ccccc4s3)c2O[C@@H]1CN(C)S(C)(=O)=O,1.8
O=S1(=O)CCC(NS(=O)(=O)c2cccc3cccnc23)C1 (stereo unspecified),3.8
Cc1noc(C)c1NC(=O)Nc1ccc2c(c1)C(=O)N([C@H](C)CO)C[C@H](C)[C@@H](CN(C)S(=O)(=O)c1cccs1)O2,-10.5
N#Cc1cc2c(nc1SCC(=O)Nc1ccccc1C(F)(F)F)CCC2,-2.4

# Nothing new here: entries from further up.
SMILES,ROS inducer
COc1ccc(-c2cc(=O)c3c(OC)c(OC)c(OC)c(OC)c3o2)cc1OC,2.2
C[C@H]1CN([C@@H](C)CO)C(=O)c2cccc(NC(=O)c3nc4ccccc4s3)c2O[C@@H]1CN(C)S(C)(=O)=O,1.8
O=S1(=O)CCC(NS(=O)(=O)c2cccc3cccnc23)C1 (stereo unspecified),3.8
Cc1noc(C)c1NC(=O)Nc1ccc2c(c1)C(=O)N([C@H](C)CO)C[C@H](C)[C@@H](CN(C)S(=O)(=O)c1cccs1)O2,-10.5
N#Cc1cc2c(nc1SCC(=O)Nc1ccccc1C(F)(F)F)CCC2,-2.4

# Next part:
SMILES,ROS inducer
CNC[C@@H]1Oc2ccc(NC(=O)Nc3ccc(F)cc3)cc2C(=O)N([C@H](C)CO)C[C@H]1C,8.2
CN(C)C(=O)CSc1nnc(-c2cccc(F)c2)n1-c1ccccc1,-7.9
CCCC1(C(=O)OCC)CC(CSC(=N)N)OC1=O (stereo unspecified),-9.5
C[C@H]1CN([C@@H](C)CO)C(=O)c2cc(N(C)C)ccc2O[C@@H]1CN(C)C(=O)Nc1ccc(C(F)(F)F)cc1,6.2
CCn1c(SCC(=O)Nc2cc(Cl)ccc2OC)nnc1-c1ccc(Br)cc1,-12.6
COc1ccc(NC(=O)C2CC(C)=C(C)CC2C(=O)O)c(N2CCOCC2)n1 (stereo unspecified),?
C[C@H](CO)N1C[C@H](C)[C@H](CN(C)Cc2cccc(C(F)(F)F)c2)Oc2ncc(-c3cccc(F)c3)cc2C1=O,49.3
Cc1ccc(S(=O)(=O)N(C)C[C@H]2Oc3ccc(NS(=O)(=O)c4ccc(F)cc4)cc3C(=O)N([C@@H](C)CO)C[C@H]2C)cc1,9.7
Cc1noc(C)c1S(=O)(=O)N(C)C[C@H]1Oc2ccc(NS(=O)(=O)c3ccc(F)cc3)cc2CC(=O)N([C@@H](C)CO)C[C@H]1C,-4.5
O=C(NCc1ccccc1)c1cnn2c(C(F)(F)F)cc(-c3ccco3)nc12,62.9
C[C@H]1CN([C@@H](C)CO)C(=O)CCCn2cc(nn2)CO[C@H]1CN(C)S(C)(=O)=O,17.3
Cc1noc(C)c1S(=O)(=O)N(C)C[C@H]1Oc2c(NC(=O)c3nc4ccccc4s3)cccc2C(=O)N([C@H](C)CO)C[C@H]1C,41.9
COc1ccc(NC(=O)Nc2cccc3c2O[C@@H](CN(C)S(=O)(=O)c2ccccc2)[C@H](C)CN([C@@H](C)CO)C3=O)cc1,0.9
COc1ccc(NC(=S)SC)cc1OC,38.1
COc1ccc(CCn2c(C)nc(=O)c(-c3ccccc3)c2C)cc1OC,63.2
C[C@H]1CN([C@@H](C)CO)C(=O)c2cccc(NS(=O)(=O)c3ccc(F)cc3)c2O[C@H]1CN(C)S(C)(=O)=O,-4.9
CNC[C@@H]1Oc2ccc(NS(=O)(=O)c3ccc(OC)cc3)cc2C(=O)N([C@@H](C)CO)C[C@H]1C,-7.0
C[C@@H]1CN([C@H](C)CO)C(=O)c2cc(NC(=O)C3CCCCC3)ccc2O[C@@H]1CN(C)S(=O)(=O)c1cn(C)cn1,2.5
COc1ccc(NC(=O)N(C)C[C@H]2Oc3c(NC(=O)C4CCOCC4)cccc3C(=O)N([C@H](C)CO)C[C@H]2C)cc1,-5.2
CCOC(=O)C1=C(Cn2cnc3ccccc32)NC(=O)NC1c1cc(C)ccc1C (stereo unspecified),-3.2
C[C@@H]1CN([C@H](C)CO)C(=O)Cc2cc(NC(=O)c3ccncc3)ccc2O[C@@H]1CN(C)CC1CC1,-26.1
Cc1ccc(S(=O)(=O)Nc2ccc3c(c2)CC(=O)N([C@@H](C)CO)C[C@H](C)[C@H](CN(C)C(=O)NC(C)C)O3)cc1,5.5
CCOC(=O)Cc1n[nH]c(CC(=O)OCC)n1,-5.7
CCc1ccc(NC(=O)CC2NCCNC2=O)cc1 (stereo unspecified),15.6
Cc1noc(C)c1NC(=O)Nc1ccc2c(c1)CC(=O)N([C@H](C)CO)C[C@@H](C)[C@H](CN(C)Cc1ccc(C(F)(F)F)cc1)O2,2.3
C[C@@H]1CN([C@H](C)CO)C(=O)c2cccc(NS(=O)(=O)c3ccc(Cl)cc3)c2O[C@H]1CN(C)CC1CCCCC1,3.4
CC(C)NC(=O)N(C)C[C@H]1Oc2ccc(NC(=O)NC3CCCCC3)cc2C(=O)N([C@@H](C)CO)C[C@@H]1C,-15.4
C[C@@H]1CN([C@H](C)CO)C(=O)c2cc(NC(=O)Nc3cccc4ccccc34)ccc2O[C@H]1CN(C)S(C)(=O)=O,-0.4
Cc1noc(C)c1NC(=O)N(C)C[C@@H]1OCCCC[C@@H](C)Oc2ccc(NS(=O)(=O)c3ccc(F)cc3)cc2C(=O)N([C@H](C)CO)C[C@@H]1C,-5.6
CC(C)NC(=O)N(C)C[C@H]1Oc2ccc(NS(=O)(=O)c3cn(C)cn3)cc2CC(=O)N([C@@H](C)CO)C[C@H]1C,1.5
COc1ccc2[nH]c3c(=O)n(Cc4ccc(C(=O)NCc5cccnc5)cc4)c(=S)[nH]c3c2c1,-9.6
O=C(Cc1cccc2ccccc12)Nc1ccc(S(=O)(=O)N2CCCC2)cc1,15.1
C[C@@H]1CN([C@H](C)CO)C(=O)c2cc(NC(=O)c3ccncc3)ccc2O[C@@H]1CN(C)C(=O)Nc1ccccc1,-7.1
Cc1noc(C)c1S(=O)(=O)N(C)C[C@H]1Oc2ccc(N(C)C)cc2CC(=O)N([C@@H](C)CO)C[C@H]1C,-4.9
CCOc1ccccc1NC(=S)NCC(C)CSc1ccc(C)cc1 (stereo unspecified),12.7
C=C1[C@H](O)C[C@H]2[C@@H](/C=C(\C)C(=O)[C@@]3(O)C[C@H](C)[C@H](O)[C@@H]3[C@H]1O)C2(C)C,0.5
CCC1CCc2nc3sc(C(=O)NCCc4ccc(OC)cc4)c(N)c3cc2C1 (stereo unspecified),-0.5
COc1ccc(CCN(C)CCc2ccc(OC)c(OC)c2)cc1OC,-4.8
O=C(CSc1nc(-c2ccccc2)cc(=O)[nH]1)Nc1ccc(Cl)cc1,13.7
CNC(=O)CN(c1cc(C)ccc1OC)S(C)(=O)=O,2.6
C[C@H](CO)N1C[C@H](C)[C@H](CN(C)S(=O)(=O)c2cccc(C#N)c2)OCc2cn(nn2)CCCC1=O,6.8
Cc1noc(C)c1S(=O)(=O)Nc1ccc2c(c1)C(=O)N([C@H](C)CO)C[C@@H](C)[C@H](CN(C)Cc1ccncc1)O2,-6.4
C[C@@H]1CN([C@@H](C)CO)C(=O)c2cc(NC(=O)c3ccncc3)ccc2O[C@H]1CN(C)C(=O)Nc1ccc(F)cc1,-9.3
COc1c(O)cc2c(-c3ccccc3)cc(=O)oc2c1OC,3.3
COc1cc(/C=C/C(=O)O[C@@H]2O[C@H](CO[C@@H]3O[C@H](CO)[C@@H](O)[C@H](O)[C@H]3O)[C@@H](O)[C@H](O)[C@H]2OC(=O)/C=C/c2cc(OC)c(O)c(OC)c2)cc(OC)c1O,-5.5
C=C1[C@]2(C)C[C@@H]3C(=C)[C@@]4(C=CC(=O)OC4(C)C)CC[C@@]3(C)[C@]13C(=O)O[C@H](C)[C@]3(O)C2=O,62.3
C[C@H](CO)N1C[C@H](C)[C@@H](CN(C)S(C)(=O)=O)Oc2ccc(NC(=O)C3CCCCC3)cc2C1=O,-3.7
C[C@@H]1CN([C@H](C)CO)C(=O)c2cccc(NS(=O)(=O)c3ccc(F)cc3)c2O[C@@H]1CN(C)Cc1ccc(Oc2ccccc2)cc1,14.9
CCN1CCN(C(=O)CSc2nc(-c3ccc(OC)c(OC)c3)cc(C(F)(F)F)n2)CC1,-0.1
CNC[C@H]1OCCCC[C@@H](C)Oc2ccc(N(C)C)cc2C(=O)N([C@H](C)CO)C[C@@H]1C,-0.7
COc1ccc(S(=O)(=O)Nc2ccc3c(c2)CC(=O)N([C@H](C)CO)C[C@@H](C)[C@@H](CN(C)C(=O)NC(C)C)O3)cc1,0.8
C[C@@H]1CN([C@@H](C)CO)C(=O)c2cccc(NC(=O)c3cnccn3)c2O[C@@H]1CN(C)S(=O)(=O)c1ccc(Cl)cc1,-5.7
C[C@H]1CN([C@@H](C)CO)C(=O)c2cc(NC(=O)C3CC3)ccc2O[C@H]1CN(C)Cc1ccc(Cl)c(Cl)c1,17.0
Cc1ccc(S(=O)(=O)N(C)C[C@@H]2Oc3ccc(NC(=O)Nc4c(C)noc4C)cc3CC(=O)N([C@@H](C)CO)C[C@@H]2C)cc1,-1.5
CC(C)NC(=O)N(C)C[C@H]1Oc2c(NC(=O)Nc3ccc(C(F)(F)F)cc3)cccc2C(=O)N([C@H](C)CO)C[C@@H]1C,4.7
COc1ccc(OCC(=O)Nc2cccc(Cl)c2N2CCOCC2)cc1,3.2
CN(C(=O)c1ccccc1)c1ccc(C(O)(C(F)(F)F)C(F)(F)F)cc1,-14.7
C[C@H]1CN([C@@H](C)CO)C(=O)c2cc(NS(=O)(=O)c3cn(C)cn3)ccc2O[C@H]1CN(C)C(=O)Nc1ccc2c(c1)OCO2,-8.5
Cc1ccc(C)c(S(=O)(=O)/N=C(\c2ccccc2)N(C)C)c1,-5.6
Cc1[nH]c2ccccc2c1/C=C/c1nc2ccccc2c(=O)n1CCCO,21.6

# Additional records follow:
SMILES,ROS inducer
CCC(C)NC(=O)C1CCN(S(=O)(=O)CC)CC1 (stereo unspecified),-13.9
C[C@H]1CN([C@@H](C)CO)C(=O)CCCn2nncc2CO[C@@H]1CN(C)S(=O)(=O)c1ccc(Oc2ccccc2)nc1,16.7
C#C[C@]1(O)CCC2C3CCC4=Cc5oncc5C[C@]4(C)C3CC[C@@]21C (stereo partly specified),9.0
COC(=O)C1=CO[C@@H](O[C@@H]2O[C@H](CO)[C@@H](O)[C@H](O)[C@H]2O)[C@H]2[C@@H]1C=CC21C=C([C@H](C)O)C(=O)O1 (stereo partly specified),-7.5
C[C@@H]1CN([C@H](C)CO)C(=O)c2cccc(NC(=O)C3CCCCC3)c2O[C@H]1CN(C)CC1CC1,13.4
C[C@H]1CN([C@@H](C)CO)C(=O)Cc2cc(NC(=O)Cn3cnnn3)ccc2O[C@@H]1CN(C)Cc1ccc(Oc2ccccc2)cc1,-18.1
C[C@H]1CN([C@@H](C)CO)C(=O)Cc2cc(NS(C)(=O)=O)ccc2O[C@@H]1CN(C)S(=O)(=O)c1cn(C)cn1,3.4
O=C(O)CCc1nn2c3ccccc3nc2n(Cc2ccccc2)c1=O,1.7
CCOC(=O)c1ccc(-n2c(C)cc(/C=N/O)c2C)cc1,-9.5
CC(C)(C)C(=O)Nc1ccc(-c2cc3cc(Cl)ccc3o2)cc1,1.0
C[C@@H]1CN([C@@H](C)CO)C(=O)c2cccc(NS(=O)(=O)c3cn(C)cn3)c2O[C@@H]1CN(C)C(=O)NC1CCCCC1,3.9
C[C@@H]1CN([C@@H](C)CO)C(=O)c2cccc(NC(=O)C3CC3)c2O[C@H]1CN(C)Cc1ccc(-c2ccccc2)cc1,52.7

# A draw from above in order of heavy-atom count, largest number first.
SMILES,ROS inducer
C[C@@H]1CN([C@@H](C)CO)C(=O)c2cccc(NC(=O)C3CC3)c2O[C@H]1CN(C)Cc1ccc(-c2ccccc2)cc1,52.7
C[C@@H]1CN([C@H](C)CO)C(=O)c2cccc(NC(=O)C3CCCCC3)c2O[C@H]1CN(C)CC1CC1,13.4
C#C[C@]1(O)CCC2C3CCC4=Cc5oncc5C[C@]4(C)C3CC[C@@]21C (stereo partly specified),9.0
CC(C)(C)C(=O)Nc1ccc(-c2cc3cc(Cl)ccc3o2)cc1,1.0
CCOC(=O)c1ccc(-n2c(C)cc(/C=N/O)c2C)cc1,-9.5

# Following part:
SMILES,ROS inducer
C[C@@H]1CN([C@@H](C)CO)C(=O)Cc2cc(NC(=O)C3CC3)ccc2O[C@@H]1CN(C)C,-5.1
Cn1c(SCC(=O)Nc2cccc(Br)c2)nnc1-c1ccccc1Cl,-0.1
Cc1cccc(Cl)c1OC(=O)c1cc(C(C)(C)C)nn1C,1.6
CCCCCC[C@H](O)/C=C/CC1C(=O)CC[C@H](O)C1=O (stereo partly specified),-9.0
CNC[C@@H]1Oc2c(NS(=O)(=O)c3ccccc3)cccc2C(=O)N([C@@H](C)CO)C[C@H]1C,2.5
C[C@H](CO)N1C[C@H](C)[C@H](CN(C)Cc2ccc3c(c2)OCO3)Oc2ccc(NC(=O)CCCCCC(=O)Nc3ccccc3N)cc2CC1=O,24.5
CS(=O)(=O)CCSc1ncccc1C(=O)NCc1cccs1,-9.1

# Some of the compounds tested; rates above refer to the full screens.
